Screens (PubChem)
p47phox inh: p47phox (human) inhibition; p47phox/p22phox peptide binding, fluorescence polarization, 2 h; inhibition, % at 24.7 µM; 0.53% of 220,000 active;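 active = inhibition above about 30%, limit read from the data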;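 note: 0% = p47phox with labelled peptide and 100% = labelled peptide alone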
NPY-Y1 antag: NPY-Y1 (human) receptor antagonism; inhibition, % at 3.6 µM; 1% of 200,000 active; AID 1040; HEK293-CNG Y1 cells, membrane potential fluorescence; NPY at EC95, then isoproterenol;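 active = inhibition above the campaign mean inhibition of all tested compounds plus 3 SD, cut at about 20% in these data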;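 note: 0% = DMSO wells given NPY plus isoproterenol and 100% = isoproterenol alone without NPY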
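Assay system: HEK293 Y1/CNG channel cell line; Doses: single compound dose of 3.6 µM, 0.4% DMSO; Timing: dye 3 h, compound 60 min room temperature, stimulation 45 min; Technique: Membrane-potential fluorescent dye readout; Measure: % inhibition of NPY effect.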
CHOP inhibitor: blocks CHOP induction under ER stress; 3.8% of 220,000 active; inhibition, % at 10 µM; CHO-K1 CHOP-promoter luciferase, tunicamycin-induced, 15-18 h;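 active = compounds that reduced the stress-induced luciferase reporter signal by more than about 70% of percent inhibition, limit read from the data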;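 note: 0% = tunicamycin plus vehicle and 100% = wells without tunicamycin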
S1P4 ag: activates the human S1P4 receptor; AID 1509; 0.35% of 220,000 active; O95977; S1P4-expressing cell line, agonist reporter assay; activation, % at 4.98 µM; in the data active = activation above about 11%;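 note: 0% = DMSO vehicle and 100% = reference agonist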
Target sequence (O95977 whole entry, looked up): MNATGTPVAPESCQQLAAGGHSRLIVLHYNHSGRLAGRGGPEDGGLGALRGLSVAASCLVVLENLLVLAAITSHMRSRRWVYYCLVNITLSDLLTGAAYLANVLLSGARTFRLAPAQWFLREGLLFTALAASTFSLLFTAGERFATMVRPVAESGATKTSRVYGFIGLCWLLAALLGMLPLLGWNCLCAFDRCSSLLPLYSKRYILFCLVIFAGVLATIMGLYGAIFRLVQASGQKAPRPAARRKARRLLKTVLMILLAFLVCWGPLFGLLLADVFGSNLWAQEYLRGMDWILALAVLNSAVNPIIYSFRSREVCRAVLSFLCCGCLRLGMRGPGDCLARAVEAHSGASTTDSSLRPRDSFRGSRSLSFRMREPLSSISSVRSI
S1P4 antagonist: antagonists of human S1P4 receptor; O95977; S1P4-expressing cells, antagonist mode, reporter read-out; inhibition, % at 4.98 µM; 0.26% of 220,000 active; in the data active = inhibition above about 29%;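 note: 0% = wells stimulated with agonist and 100% = vehicle wells without agonist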
BaF3 parental: counter-screen for JAK2V617F inhibitors: parental Ba/F3 viability inhibitors. CellTiter-Glo ATP luminescence. inhibition, % at 5.6 µM. 1.1% of 220,000 active. AID 1486;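 active = inhibition above a per-campaign cutoff, the mean inhibition of all tested compounds plus 3 SD, cut at about 27% in these data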;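 note: 0% = DMSO wells and 100% = JAK Inhibitor I control wells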
NPY1 pot ag: human NPY-Y1 potentiation or agonism, primary screen | activation, % at 3.6 µM | 0.37% of 220,000 active | NPY-Y1 expressing cells, potentiator/agonist activation; in the data active = activation above about 33%, passing the limit was not always enough;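 note: cells stimulated with NPY at EC10 then isoproterenol at EC100; 0% = low agonist plus stimulus and 100% = saturating agonist plus stimulus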
NPY-Y2 PAM-ag: potentiates or activates human NPY-Y2 receptor | activation, % at 3.6 µM | cells expressing NPY-Y2, potentiator/agonist read-out | 0.45% of 220,000 active | AID 1359; in the data active = activation above about 27%;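 note: cells stimulated with NPY near EC25 plus isoproterenol at EC100; 0% = vehicle plus submaximal agonist and 100% = vehicle plus saturating agonist; some results beyond the cut were filed as inactive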
Target sequence (P49146 whole entry, looked up): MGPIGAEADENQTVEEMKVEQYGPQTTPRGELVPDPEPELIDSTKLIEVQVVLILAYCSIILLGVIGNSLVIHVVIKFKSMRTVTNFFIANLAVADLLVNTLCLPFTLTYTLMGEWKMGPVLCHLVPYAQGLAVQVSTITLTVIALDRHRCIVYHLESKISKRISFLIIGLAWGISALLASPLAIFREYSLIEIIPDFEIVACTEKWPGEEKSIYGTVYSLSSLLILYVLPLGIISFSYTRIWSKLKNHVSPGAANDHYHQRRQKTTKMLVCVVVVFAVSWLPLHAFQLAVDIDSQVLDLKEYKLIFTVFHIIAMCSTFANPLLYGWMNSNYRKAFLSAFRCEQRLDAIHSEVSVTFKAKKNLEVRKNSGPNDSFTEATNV
Ba/F3 V617F tox: lowers viability of Ba/F3 cells expressing EpoR and JAK2V617F; 1.1% of 220,000 active; ATP luminescence; inhibition, % at 5.6 µM;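 active = inhibition above the campaign mean plus 3 SD over all tested compounds, cut at about 24% in these data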;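 note: cytokine-independent growth of Ba/F3 cells driven by EpoR plus mutant JAK2; 0% = DMSO-treated cells and 100% = JAK inhibitor I control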
Active calls of the source: *; . = no result given.

#1 CCOC(=O)C1CCN(C(=S)Nc2cc(OC)c(OC)cc2C(=O)OC)CC1
#2 O=C(c1ccco1)n1nc(NCc2ccccc2)nc1NCc1ccccc1
#3 C=CCN1N=C(c2ccc(NC(=O)c3ccccc3)cc2)CSC1=O
#4 CCOc1ccc2[nH]c(=O)c(CN(Cc3ccc(F)cc3)C(=O)N3CCCC3)cc2c1
#5 Cc1occc1C(=O)N/N=C/c1cccs1
#6 COc1cc(C(=O)NCCC(=O)NC(C)C)cc(OC)c1OC
#7 COC(=O)c1ccc(CS(=O)(=O)c2ccccc2C)o1
#8 S=c1[nH]c(-c2ccc(Br)cc2)cn1CCc1ccccc1

compound no.,1,2,3,4,5,6,7,8
p47phox inh,-4,-3,-10,-4,-10,1,-7,-10
NPY-Y1 antag,-2,-1,-2,1,-3,0,-2,-3
CHOP inhibitor,12,38,-22,14,29,-3,9,14
S1P4 ag,0.1,1.0,0.3,0.5,0.8,-1.4,-1.6,0.0
S1P4 antagonist,1,-8,-2,-7,5,-3,4,6
BaF3 parental,3,9,2,5,3,2,-1,6
NPY1 pot ag,4,-24,9,-23,-2,11,-7,7
NPY-Y2 PAM-ag,4,-5,-4,-14,-6,0,-6,-4
Ba/F3 V617F tox,-1,1,-4,0,1,-3,1,-3

#9 O=C(Cn1cccc1C(=O)c1ccccc1)NCc1cccc(Cl)c1
#10 Cc1ccc(CNC(=O)C2CC2c2ccccc2)cc1 (centres undefined)
#11 COC(=O)c1ccccc1NC(=O)c1ccc(F)cc1
#12 Cc1cccnc1NC(=O)c1cc2c(=O)oc3ccccc3c2s1
#13 O=[N+]([O-])c1ccc(Cl)c(/C=N/N2CCN(Cc3ccccc3)CC2)c1
#14 O=C(CCCCCn1c(=S)[nH]c2ccc(N3CCOCC3)cc2c1=O)NCc1ccccc1Cl
#15 CN(CC(=O)NC1CCCCC1)S(=O)(=O)c1cccc2nsnc12
#16 CC1CCCN(c2ccc3nc4ccccc4c(=O)n3n2)C1 (centres undefined)

compound no.,9,10,11,12,13,14,15,16
p47phox inh,-7,-4,-14,4,-5,6,2,-17
NPY-Y1 antag,-4,2,.,-3,4,-2,0,11
CHOP inhibitor,8,-13,15,27,31,53,-4,53
S1P4 ag,0.1,0.7,0.6,1.3,-0.8,-0.1,2.6,0.6
S1P4 antagonist,1,-28,0,-29,2,-5,-15,1
BaF3 parental,1,3,-2,0,0,9,0,11
NPY1 pot ag,0,-1,-19,-14,-31,-9,-1,-11
NPY-Y2 PAM-ag,-8,4,-23,5,0,-10,-10,-8
Ba/F3 V617F tox,-2,-3,-5,-5,1,4,2,4

#17 CN(C)/C=C/c1c(C#N)c(=O)ncn1Cc1ccccc1
#18 CN1C(=O)CSc2ccc(NC(=O)NCCC3=CCCCC3)cc21
#19 O=C(COC(=O)c1cccnc1Cl)NCc1ccco1
#20 O=C(Cc1ccccc1)N1CCN(c2ncccn2)CC1
#21 Cc1cc(-c2csc(N)n2)c(C)n1-c1ccccc1
#22 Nn1c(SCC(=O)Nc2ccc(F)cc2)nnc1-c1ccccn1
#23 CNC(=O)c1ccccc1NC(=O)c1c(O)c2c([nH]c1=O)CCCC2
#24 Cc1cc(C(=O)O)c(CCCN)s1

compound no.,17,18,19,20,21,22,23,24
p47phox inh,2,-44,-6,2,-1,7,5,-1
NPY-Y1 antag,7,5,6,-2,-1,1,-6,6
CHOP inhibitor,19,4,-6,15,11,20,8,7
S1P4 ag,-0.5,-1.7,0.2,-0.2,1.7,0.1,0.6,1.4
S1P4 antagonist,12,-8,-13,-8,-6,-5,-13,-8
BaF3 parental,8,5,-2,2,3,-3,0,3
NPY1 pot ag,2,-6,-9,-16,-31,1,-5,-3
NPY-Y2 PAM-ag,0,-20,-7,-6,6,1,-6,3
Ba/F3 V617F tox,-2,-1,-1,1,-1,-4,-1,-1

#25 CN(C)CCOC(=O)CCCCCCCCC(=O)OCCN(C)C
#26 Cc1ccc(N(C(=O)c2ccc(Br)o2)C2C=CS(=O)(=O)C2)cc1 (centres undefined)
#27 O=C1CC(N2CCN(c3ccc(S(=O)(=O)N4CCOCC4)cc3)CC2)C(=O)N1Cc1ccccc1 (centres undefined)
#28 CCOC(=O)c1ccccc1NC(=O)CN(c1ccccc1OCC)S(C)(=O)=O
#29 CCC(=O)Nc1ccc(C(=O)CN2CCC(C)CC2)cc1
#30 CN(C)C(=O)CSc1nc2ccccc2n1Cc1ccccc1
#31 Cc1ccc(S(=O)(=O)N2CCOCC2)cc1NC(=O)CSc1nnc2cc(C)c3ccccc3n12
#32 CCCn1nnc2ccccc2c1=O

compound no.,25,26,27,28,29,30,31,32
p47phox inh,-2,-70,-9,-4,-159,-12,-18,-40
NPY-Y1 antag,.,6,-5,-8,-3,-2,0,0
CHOP inhibitor,18,-10,10,16,5,18,21,-5
S1P4 ag,0.9,-1.0,0.8,-0.1,0.3,0.9,1.6,-0.6
S1P4 antagonist,-8,-9,2,-9,-12,-3,-40,-2
BaF3 parental,1,-1,1,2,4,-1,5,4
NPY1 pot ag,-1,-6,-29,-1,10,-3,-24,-3
NPY-Y2 PAM-ag,-11,8,-9,7,1,8,4,3
Ba/F3 V617F tox,-4,-2,-1,0,0,-5,5,1

#33 OC1=C(O)c2nc3cc(C(F)(F)F)ccc3nc21
#34 Cc1ccccc1NC(=O)Cc1nnc(SCc2ccc(Cl)c(Cl)c2)n1C
#35 COC(=O)c1ccc(NC(=O)CN2CCN(S(=O)(=O)c3cc(Cl)ccc3OC)CC2)cc1
#36 CCC(=O)N/C=C/n1cnc2cc(C(F)(F)F)ccc21
#37 COc1ccc(-c2[nH]ncc2CN(Cc2nccn2C)C(C)C)cc1F
#38 CCN(C(=O)CSc1nc2cc(C(=O)OC)ccc2c(=O)n1Cc1ccco1)c1cccc(C)c1
#39 COC(=O)c1c(C(=O)OC)n(CCCN)c2ccc(C)cc12
#40 Cc1nc(C)n(CC(=O)c2ccc(Cl)cc2Cl)n1

compound no.,33,34,35,36,37,38,39,40
p47phox inh,-19,2,-2,-14,-2,-6,-3,-15
NPY-Y1 antag,.,6,-11,6,0,-1,0,.
CHOP inhibitor,16,-4,25,18,-6,28,38,25
S1P4 ag,-1.1,-0.8,-0.5,-0.2,-0.6,0.6,-1.6,1.6
S1P4 antagonist,-4,0,-12,0,-6,-2,-15,-8
BaF3 parental,-2,0,2,1,8,3,4,-2
NPY1 pot ag,-6,0,21,-7,-11,3,-28,-6
NPY-Y2 PAM-ag,-33,-2,-16,-2,0,-1,-8,-1
Ba/F3 V617F tox,3,-4,4,-4,2,0,-2,-5

Among those listed so far, 3 have a thiophene ring, fused or not.
#5 Cc1occc1C(=O)N/N=C/c1cccs1
#12 Cc1cccnc1NC(=O)c1cc2c(=O)oc3ccccc3c2s1
#24 Cc1cc(C(=O)O)c(CCCN)s1

compound no.,5,12,24
p47phox inh,-10,4,-1
NPY-Y1 antag,-3,-3,6
CHOP inhibitor,29,27,7
S1P4 ag,0.8,1.3,1.4
S1P4 antagonist,5,-29,-8
BaF3 parental,3,0,3
NPY1 pot ag,-2,-14,-3
NPY-Y2 PAM-ag,-6,5,3
Ba/F3 V617F tox,1,-5,-1

Other structures:
#41 CN1CCC2(CC1)N=C(c1ccc(F)cc1)C(=S)N2C(=O)c1ccc(C(C)(C)C)cc1
#42 O=C1N(Cc2ccccc2)CCCC12CCCN(Cc1ccccc1)C2=O
#43 O=C(Nc1cccc(O)c1)c1cc(-c2ccco2)on1
#44 CCCCNC(=S)N(C)/N=C/c1ccc(F)cc1
#45 O=C(c1ccc(Cl)cc1)N1CCC(O)(CSc2ccc(Cl)cc2Cl)CC1
#46 CCNc1nc(NC(C)C)nc(N(C#N)CCOc2ccccc2)n1
#47 Cc1ccc(-c2nnc(SCC(=O)N/N=C/c3c(C)nn(-c4ccccc4)c3C)n2-c2ccccc2)cc1
#48 COc1ccc(OC)c(NC(=O)Cn2c(CCC(=O)O)ccc2-c2cccs2)c1

compound no.,41,42,43,44,45,46,47,48
p47phox inh,25,-13,-32,-4,-16,-6,2,-16
NPY-Y1 antag,3,2,3,1,4,5,6,-2
CHOP inhibitor,81*,28,-22,41,109*,43,37,-6
S1P4 ag,-0.3,-0.2,0.5,0.3,0.6,1.3,0.7,1.2
S1P4 antagonist,-2,-9,-10,3,-21,3,-13,-26
BaF3 parental,2,2,-3,5,-2,6,7,4
NPY1 pot ag,-14,-10,9,-17,2,-25,8,-5
NPY-Y2 PAM-ag,-6,-2,8,0,-16,-1,3,-13
Ba/F3 V617F tox,-2,-1,-5,2,-4,-1,-2,-2

#49 CCCCOC(=O)C1=C(C)Nc2ncnn2C1c1cc(OC)ccc1OC (centres undefined)
#50 Cc1ccc(NC(=O)C(=O)c2cn(CC(=O)N3CCCCC3)c3ccccc23)cc1
#51 Cc1cc(C(=O)N2CCN(c3ccccn3)CC2)no1
#52 COc1ccc(Oc2nnnn2-c2ccccc2)cc1
#53 Cc1cccc(NC(=O)c2ccc(C3SCC(=O)N3CCc3ccccc3)cc2)c1C (centres undefined)
#54 COC(=O)c1ccccc1NC(NC(=O)c1ccco1)C(=O)c1ccccc1 (centres undefined)
#55 CC(=O)c1cc(C#N)c(SCC(=O)O)nc1C
#56 CCOC(=O)C1CCN(C(=O)CNC(=O)OC(C)(C)C)CC1
#57 Cc1ccc(-n2c(CNc3ccc(F)cc3)nnc2SCC(=O)NCc2ccco2)cc1

compound no.,49,50,51,52,53,54,55,56,57
p47phox inh,-20,-26,-3,2,0,7,-5,-5,-3
NPY-Y1 antag,2,6,3,-1,5,2,3,10,-3
CHOP inhibitor,-24,-6,4,-9,31,62,19,8,12
S1P4 ag,1.3,-0.3,-0.2,2.1,0.6,-1.2,0.3,-5.3,0.6
S1P4 antagonist,-14,-13,5,-2,16,0,-9,-5,-7
BaF3 parental,7,7,7,3,8,5,4,-1,6
NPY1 pot ag,-16,9,2,-42,7,1,0,2,8
NPY-Y2 PAM-ag,-21,-3,1,3,-16,12,-13,3,10
Ba/F3 V617F tox,2,2,5,-4,3,-1,0,-2,-2
